Screens from PubChem.
TGFb inhibitor: qHTS for Inhibitors of TGF-b; HepG2 CAGA-GFP TGF-b/SMAD3 reporter, GFP fluorescence, 18 h; TGF-beta stimulated, 500 pg/mL final; 410,000 tested, 1.2% active; Potency, µM (series often up to 46.1 µM), for inactives: top-dose activity, negative = inhibition, most hits filed as inhibitors; also: potency is read from the fitted curve at half-maximal effect; % is scaled to controls: 0 for no effect and ±100 for the full control effect; nearly all actives have a fitted effect of over 65% in size
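Cell-based qHTS in HEPG2 carrying a CAGA-GFP Smad reporter; compounds added before 500 pg/mL final TGF-beta, 18 h incubation at 37 degrees C, GFP fluorescence quantified per cell by imaging cytometry.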
A549 viability: Nrf2 qHTS screen for inhibitors: counterscreen for cytotoxicity | A549 ARE-Fluc cells, CellTiter-Fluor viability, 18-24 h | Potency, µM (titrated, usually from 46 µM), for inactives: top-dose activity change, negative = cytotoxicity, actives largely listed as inhibitors | 390,000 tested, 0.16% active; also: potency is read from the fitted curve at half-maximal effect; % is scaled to controls: 0 for no effect and ±100 for the full control effect
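A549 ARE_Fluc cells in 5% FBS OPTI-MEM were exposed to compounds in concentration-response for 18-24 h at 37 deg C. Viability was read by CellTiter-Fluor fluorescence (Ex 405/Em 525) after 30 min, before the luciferase read.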
CCT chaperon mod: High-Throughput Screening for Modulators of Cytosolic Chaperonin Activity | purified chaperonin ATPase assay, HTRF ADP detection, 30 min | activity change, % (test concentration not listed), hits read low | 360,000 tested, 0.3% active; in the data active = activity change below about -30%; also: % is scaled to controls: 0 for no effect and ±100 for the full control effect
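First, chaperonin was dispensed at 40 nM or 20 nM final depending on batch activity. Next, compounds were pinned at 76 uM and ATP added at 10 uM. After 30 min at 37 °C, ADP detection reagents ran 30 min at ambient temperature.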
Akt phos inh: HTS Assay for Inhibitors of Akt Phophorylation: Primary Screen | activity change, % for hits at 50 µM | Neuro2A IGF-stimulated pAkt S473 HTRF, 20 min; stronger effect = lower value | 360,000 tested, 0.32% active | AID 651550, 2012; in the data active = activity change below about -80%; inconclusive = mostly about -51% to -80%; also: % is scaled to controls: 0 for no effect and ±100 for the full control effect
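Single-point screen (50 µM final compound) in Neuro2A cells stimulated 20 min with 6 nM IGF at 37 deg C. After lysis, Ser473-phosphorylated Akt read by HTRF (ex 330 nm, em 615/665 nm) as the 665/615 ratio.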
EPAC2 agonist: qHTS for Agonist of cAMP-regulated guanine nucleotide exchange factor 4 (EPAC2): primary screen; Rap guanine nucleotide exchange factor 4 (Homo sapiens), Q8WZA2; EPAC2 activation, biochemical qHTS; response scale: 100% = 6.5 mM cAMP response; Potency, µM (doses to about 154 µM), without a hit: top-dose activation, actives largely listed as activators; 360,000 tested, 0.079% active; AID 720711, 2013; also: potency is read from the fitted curve at half-maximal effect; nearly all actives have a fitted effect of over 50% in size
Target sequence (Q8WZA2 whole entry, looked up): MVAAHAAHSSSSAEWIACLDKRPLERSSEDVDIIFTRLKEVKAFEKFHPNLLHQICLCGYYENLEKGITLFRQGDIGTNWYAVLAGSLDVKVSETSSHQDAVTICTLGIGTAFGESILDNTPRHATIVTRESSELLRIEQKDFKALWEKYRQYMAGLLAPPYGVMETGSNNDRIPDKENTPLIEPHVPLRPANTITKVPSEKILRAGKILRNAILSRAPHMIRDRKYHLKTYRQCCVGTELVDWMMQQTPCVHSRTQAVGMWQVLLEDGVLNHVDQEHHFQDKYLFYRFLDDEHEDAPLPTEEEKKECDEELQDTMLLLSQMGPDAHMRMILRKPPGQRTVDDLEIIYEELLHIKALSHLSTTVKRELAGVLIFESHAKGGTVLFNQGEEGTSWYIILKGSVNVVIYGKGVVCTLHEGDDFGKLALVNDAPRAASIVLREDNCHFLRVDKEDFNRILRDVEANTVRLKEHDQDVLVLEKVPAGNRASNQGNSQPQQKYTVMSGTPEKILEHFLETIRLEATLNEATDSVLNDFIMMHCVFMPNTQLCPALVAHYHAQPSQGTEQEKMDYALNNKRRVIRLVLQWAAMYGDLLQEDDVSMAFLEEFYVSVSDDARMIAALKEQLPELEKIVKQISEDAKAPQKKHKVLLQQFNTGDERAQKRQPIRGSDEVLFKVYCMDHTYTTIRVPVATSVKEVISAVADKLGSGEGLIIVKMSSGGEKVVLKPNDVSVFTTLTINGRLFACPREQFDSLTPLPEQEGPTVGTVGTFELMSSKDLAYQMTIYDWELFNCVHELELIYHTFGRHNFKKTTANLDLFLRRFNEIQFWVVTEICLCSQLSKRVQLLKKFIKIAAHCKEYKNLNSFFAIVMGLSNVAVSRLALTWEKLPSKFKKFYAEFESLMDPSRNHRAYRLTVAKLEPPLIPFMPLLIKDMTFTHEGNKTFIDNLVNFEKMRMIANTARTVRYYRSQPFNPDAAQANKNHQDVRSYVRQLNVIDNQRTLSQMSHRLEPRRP
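qHTS, titration series. 100 nM EPAC2 / 250 nM Rap1B-BODIPY-GDP / 50 uM GDP; RT; ex 480/em 540 nm, 5-min reads to 30 min. Norm. to 6.5 mM cAMP = activation.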
MmCpn inh: Inhibitors of TCP-1 ring complex (TRiC) of Methanococcus maripaludis (MmCpn): qHTS; Chaperonin Mm-Cpn (Methanococcus maripaludis); purified Mm-Cpn ATPase, ADP Transcreener TR-FRET; Potency, µM (titrated, usually from 76.9 µM), for inactives: at the highest dose activity, negative = inhibition, hits mostly inhibitors; 330,000 tested, 0.031% active; also: potency is read from the fitted curve at half-maximal effect; % is scaled to controls: 0 for no effect and ±100 for the full control effect; nearly all actives have a fitted effect of over 80% in size
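25 nM Mm-CPN + cpd, 10 min 37°C; + 10 uM ATP, 30 min 37°C; buffer 30 mM Tris pH 7.4, 100 mM KCl, 5 mM MgCl2, 1 mM DTT; Transcreener ADP HTRF detection 30 min RT.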
Nrf2 inh: Nrf2 qHTS screen for inhibitors | A549 ARE-Fluc reporter, luciferase luminescence, 18-24 h | Potency, µM (titrated, usually from 46 µM), for inactives: at the highest dose activity change, negative = inhibition, most hits filed as inhibitors | 360,000 tested, 2.1% active | AID 504444, 2011; also: potency is read from the fitted curve at half-maximal effect; % is scaled to controls: 0 for no effect and ±100 for the full control effect; nearly all actives have a fitted effect of over 60% in size
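Nrf2 activity is the BugLite luminescence, read 15 min after reagent at room temperature, following CellTiter-Fluor cytotoxicity readout (30 min, 37C). Compound titrations were applied for 18-24 h to 5000 A549 ARE_Fluc cells/well in 5% FBS OPTI-MEM.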
EPAC2 antagonist: qHTS for Antagonist of cAMP-regulated guanine nucleotide exchange factor 2 (EPAC2): primary screen; AID 720708, 2013; Rap guanine nucleotide exchange factor 4 (Homo sapiens), Q8WZA2; Potency, µM (doses to about 114 µM), for inactives: at the top dose activity, negative = inhibition, most hits filed as inhibitors; 360,000 tested, 0.18% active; EPAC2 GEF exchange of Rap1B-BODIPY-GDP, fluorescence; also: potency is read from the fitted curve at half-maximal effect; % is scaled to controls: 0 for no effect and ±100 for the full control effect; nearly all actives have a fitted effect of over 45% in size; many of its hits are not listed in these tables
Nrf2 activator: qHTS of Nrf2 Activators; AREc32 ARE-luciferase reporter (MCF7-derived line), luminescence, 24 h; Potency, µM (doses to about 46.1 µM), for the others: at the top dose activation, hits mostly activators; 410,000 tested, 0.31% active; AID 624171, 2012; also: potency is read from the fitted curve at half-maximal effect; % of control where 0% means no effect; nearly all actives have a fitted effect of over 65% in size
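Reporter line AREc32 (ARE-Fluc), seeded overnight in OPTI-MEM with 5% FBS; compound pin-transferred, 24 hr at 37 deg C, 5% CO2; luminescent read-out.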
* marks the source's active call; other numbers are inactive results; i = inactive; ? = inconclusive; . = no result given. Unless noted, calls follow the shape of the dose curve; as a rule, active = well fitted curve in the direction sought with a large enough effect; inconclusive = small, poorly fitted or top-dose-only effect, or another doubt; inactive = no such curve, though single readings can be large; an effect the other way counts as inactive or inconclusive. Some of the compounds tested. The share of hits here may be higher or lower than overall.

SMILES	TGFb inhibitor	A549 viability	CCT chaperon mod	Akt phos inh	EPAC2 agonist	MmCpn inh	Nrf2 inh	EPAC2 antagonist	Nrf2 activator
COc1ccc(C(=O)Cn2ccsc2=NC(C)=O)cc1	-0.1%	-6.7%	0.1	i	19.6%	0.2%	3.6%	22.8%	0.1%
CCS(=O)(=O)NC(=O)C1(C)CCN1C(=O)C1(c2ccc(Cl)cc2)CC1 (stereo not given)	-5.1%	.	1.1	i	7.8%	.	.	7.3%	0.7%
C=CCn1c(=N)c(C(=O)NCCCOC)cc2c(=O)n3ccccc3nc21	3.2%	?	-0.8	i	-12.3%	-8.7%	9.6%	-3.3%	0.0%
Brc1cccc(OCCN2CCCCC2)c1	2.3%	1.9%	0.8	i	-0.3%	-0.7%	3.4%	-0.7%	-0.8%
CCC(=O)NNC(=O)CCC(=O)Nc1cccc(Cl)c1C	-2.3%	-1.3%	-3.8	i	1.6%	0.1%	-21.0%	-6.6%	-1.1%
CCOc1cc(/C=N\NC(=O)c2ccc(C)nc2)ccc1OC(=O)c1ccc(F)cc1	2.7%	?	-1.3	i	-5.7%	-0.3%	?	12.2%	-0.2%
COc1ccc(NC(=O)CN(C)C(=O)c2sc3cc(Cl)ccc3c2Cl)cc1	0.0%	-8.4%	-1.6	i	-3.7%	-1.8%	?	12.2%	-0.1%
CCc1ccccc1N1C(=O)CC(Sc2nccc(C)n2)C1=O (stereo not given)	-4.3%	-0.2%	1.4	i	-4.0%	0.0%	6.2%	1.1%	3.3%
CCO[C@@H]1OC(C(=O)N2CCN(Cc3ccc4c(c3)OCO4)CC2)=C[C@H](c2csc3ccccc23)[C@H]1CCCO	?	-10.7%	-2.5	i	1.8%	.	-20.4%	-22.3%	5.0%
Cc1cccc(-c2cc(C(=O)Nc3c(C)n(C)n(-c4ccccc4)c3=O)c3ccccc3n2)c1	-5.9%	-8.9%	-2.8	i	8.1%	3.6%	-23.4%	-1.3%	-0.2%
O=C(CSc1n[nH]c(-c2ccccc2Cl)n1)NCc1cccc(C(=O)O)c1	11.2%	-0.7%	-2.0	i	-1.5%	0.2%	-6.5%	3.8%	0.3%
CN(C)c1ccc(NC(=O)COC(=O)Cn2nnc3ccccc32)cc1	6.4%	6.0%	2.1	i	-2.3%	-3.0%	-17.1%	6.7%	0.3%
CCc1ccc(OCC(=O)OCC(=O)c2c(N)n(C)c(=O)n(C)c2=O)cc1	?	5.7%	-0.3	i	-11.9%	-2.1%	-11.0%	-17.1%	0.7%
COc1cccc(C(O)c2cnc(C(C)C)n2C)c1 (stereo not given)	-0.2%	0.6%	-1.1	i	-6.7%	-0.3%	15.0%	2.6%	3.6%
O=C(NCc1ccccc1Cl)c1ccc2nc([C@@H]3O[C@H](CO)[C@H](O)[C@H](O)[C@H]3O)[nH]c2c1	1.6%	.	-13.6	i	0.3%	.	.	1.6%	-1.1%

Record cards (already shown). Screens in order: TGFb inhibitor | A549 viability | CCT chaperon mod | Akt phos inh | EPAC2 agonist | MmCpn inh | Nrf2 inh | EPAC2 antagonist | Nrf2 activator
`COc1ccc(C(=O)Cn2ccsc2=NC(C)=O)cc1` in the list: -0.1% | -6.7% | 0.1 | i | 19.6% | 0.2% | 3.6% | 22.8% | 0.1%
`CCC(=O)NNC(=O)CCC(=O)Nc1cccc(Cl)c1C` in the list: -2.3% | -1.3% | -3.8 | i | 1.6% | 0.1% | -21.0% | -6.6% | -1.1%
`CCc1ccc(OCC(=O)OCC(=O)c2c(N)n(C)c(=O)n(C)c2=O)cc1` in the list: ? | 5.7% | -0.3 | i | -11.9% | -2.1% | -11.0% | -17.1% | 0.7%

The list continues:
SMILES	TGFb inhibitor	A549 viability	CCT chaperon mod	Akt phos inh	EPAC2 agonist	MmCpn inh	Nrf2 inh	EPAC2 antagonist	Nrf2 activator
CC1(C(=O)Nc2nccs2)Cc2ccccc2C(=O)O1 (stereo not given)	-1.1%	-2.5%	1.0	i	4.2%	-0.7%	-22.5%	4.9%	0.2%
CCOc1ccc(/C=C2\CCC(C3CCCC3)C2=O)cc1 (stereo not given)	20.7%	0.4%	0.5	i	4.5%	1.3%	?	1.7%	-0.2%
CCOC(=O)N1CCN(c2nc(-c3cccs3)cc(C(F)(F)F)n2)CC1	-2.4%	2.2%	-0.9	i	3.8%	2.5%	-17.7%	-3.0%	0.4%
Cc1ccc(NS(=O)(=O)c2cccc(C(=O)NNC(=O)NC3CCCCC3)c2)c(C)c1	?	-0.5%	0.1	i	-3.0%	-2.9%	0.5%	-1.9%	0.0%
CCC(=O)N1CCc2cc(Br)cc(S(=O)(=O)CCC(=O)NCc3ccco3)c21	-7.3%	-4.1%	-1.6	i	-1.4%	1.8%	-6.6%	0.3%	0.3%
CC1CCCCN1C(=O)CN1CCN(S(=O)(=O)c2ccc(Br)cc2Cl)CC1 (stereo not given)	?	-0.5%	-1.3	i	3.2%	0.5%	-15.0%	-9.0%	0.4%
N#C/C(=C/Nc1ccccc1F)S(=O)(=O)c1ccc(Cl)cc1	0.4%	1.5%	-0.7	i	16.0%	-2.0%	-6.5%	-1.1%	0.2%
O=C(CNc1ccc2ccccc2c1)NNC1=NCCC1	-3.2%	-2.1%	-3.2	i	8.3%	-1.2%	-15.3%	5.8%	2.7%
O=C(CN1C(=O)C2CCCCC2C1=O)OCC(=O)c1ccc(F)cc1 (stereo not given)	2.1%	-9.1%	-3.0	i	8.5%	0.0%	-4.0%	5.6%	0.1%
COc1ccc(CCN2CC(C(=O)NCc3cnn(C)c3)CCC2=O)cc1 (stereo not given)	0.5%	.	1.7	i	-5.7%	.	.	13.7%	-0.1%
COc1ccc(C(=O)NCc2nnc(SCC(=O)N3CCc4ccccc43)n2C2CCCCC2)cc1	-6.3%	1.5%	-2.0	i	-15.3%	2.4%	16.0%	5.6%	0.4%
CC(Cc1cccs1)NC(=S)Nc1ccc(F)cc1 (stereo not given)	-17.7%	0.9%	0.9	i	5.1%	0.3%	-18.3%	-7.7%	-0.3%
Cc1cc(C)cc(OCc2ccc(C(=O)NN)o2)c1	7.8%	8.6%	-1.3	i	9.3%	-0.7%	13.9%	-3.9%	0.2%
Cc1ccc2nc(N3C(=O)CNC3=S)sc2c1	11.2µM*	-0.9%	-3.4	i	5.2%	-6.1%	?	-1.0%	?
COCCCNC(=O)c1ccc(CS(=O)(=O)c2ccc(OC)cc2)o1	-3.5%	-8.2%	3.0	i	-2.0%	-1.3%	-3.8%	-0.7%	0.5%
O=C(O)CCc1nnc2cnc3ccccc3n12	14.9%	-1.1%	.	.	.	.	17.0%	.	-0.1%
CCOc1ccc(S(=O)(=O)Nc2cccc(C(=O)NCC3(N4CCCCC4)CCCCC3)c2)cc1	?	?	-3.1	i	3.7%	0.9%	-19.9%	-4.3%	2.1%
Cc1ccc(C)c2[nH]c(=O)c(CCNC(=O)c3ccc4c(c3)OCO4)cc12	10.9%	-9.1%	-6.2	.	2.1%	0.7%	?	7.1%	-0.3%
CC1CN(c2ccc([N+](=O)[O-])c(NCCOc3ccc(Cl)cc3)c2)CC(C)N1 (stereo not given)	?	-9.2%	-0.4	i	8.0%	-2.0%	-10.8%	-15.6%	-4.0%
Cc1csc(NC(=O)CNS(=O)(=O)c2cccs2)n1	16.5%	0.0%	-2.4	i	2.2%	0.6%	?	-4.3%	2.1%
Cc1ccc(Cl)cc1N1CCN(C(=O)c2noc(C)c2[N+](=O)[O-])CC1	0.6%	0.4%	-3.3	i	10.1%	0.8%	9.2%	-16.5%	22.3%
Cc1ccc(C2=NOC(C)(c3nnc(-c4cccc(Cl)c4)o3)C2)cc1 (stereo not given)	-13.8%	4.3%	-1.6	i	15.5%	.	4.5%	-8.2%	-0.1%
COc1ccccc1-c1noc(CCC(=O)Nc2cccc(C(F)(F)F)c2)n1	-7.2%	-8.9%	-3.3	-104.8%*	-0.5%	-1.3%	-25.5%	-9.4%	2.4%
Cn1c(C(=O)NCCc2ccccc2)cc2c(=O)n3ccccc3nc21	2.7%	-12.0%	.	.	.	.	11.5%	.	-0.2%
CCN(CC(=O)Nc1c(F)cccc1F)C(=O)C1CCN(C(=O)c2ccc(Cl)cc2)CC1	-8.0%	-10.6%	-2.4	i	9.7%	0.6%	-4.8%	4.5%	-0.5%
CC1=C(C(=O)Nc2cc(C(=O)NCCC(C)C)ccc2C)SCCO1	-8.6%	2.4%	-3.2	i	2.6%	-1.4%	-24.4%	3.0%	0.2%
CCOC(=O)Cn1c(=N)n(Cc2ccc(C(C)(C)C)cc2)c2ccccc21	?	-0.9%	.	.	.	.	8.4%	.	-1.3%
CCOc1cc(C(=O)OCc2cc(=O)n3nc(CC)sc3n2)cc(OCC)c1OCC	?	12.1%	.	.	.	.	?	.	-0.6%
C(=N\Nc1nc(N2CCCCCC2)nc(N2CCCCCC2)n1)/c1ccccc1	?	7.2%	1.5	i	9.3%	1.2%	-15.4%	-5.8%	-1.0%
COc1ccc(OCCC(=O)NCCN2CCOCC2)cc1	5.5%	8.9%	-0.1	i	4.6%	0.6%	-16.5%	-0.9%	0.9%
O=C(NCc1cccnc1)c1cc(-c2ccco2)on1	-11.8%	-2.0%	-1.2	i	6.6%	1.5%	.	0.2%	10.5%
Cc1cc(C)c(Cn2c3ccccc3c3cnn(CC(=O)NCCC4=CCCCC4)c(=O)c32)c(C)c1	-4.5%	-3.8%	.	.	.	.	3.8%	.	1.0%
